High-throughput results from PubChem BioAssay.
inhibitors of VEEV – inhibitors of VEEV TC-83 cytopathic effect, confirmation, Vero cells (AID 588727) | Vero cells, VEEV TC-83 cytopathic effect inhibition; higher % means a stronger effect | inhibition, % at 20 µM, or IC50 in µM where a hit was titrated | actives 0.13% (n = 350,000); in the data active = a potency from the dose series; inconclusive = inhibition mostly from about 14% at the one dose, without a potency; inactive = the rest, 99 in 100 with inhibition below about 12%; note: strong numbers were not always called active
H1N1 NS1A inhibition – H1N1 influenza NS1A inhibitors, functional cell based assay (AID 504329) | NS1A functional cell-based assay, percent inhibition; higher % means a stronger effect | inhibition, % at 12.5 µM, or IC50 in µM where a hit was titrated | actives 0.3% (n = 340,000); in the data active = a potency from the dose series; inconclusive = inhibition above about 27% without an active follow-up result; note: strong numbers were not always called active
M. tuberculosis HTS – M. tuberculosis growth inhibition, HTS (AID 449762); M. tuberculosis H37Rv growth inhibition, 7H9 media; higher % means a stronger effect; one-dose inhibition, % at 25 µM; IC50 in µM for titrated hits; actives 0.59% (n = 330,000); in the data active = a potency from the dose series; inconclusive = inhibition above about 70% without an active follow-up result;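 note: bacterial growth assessed after seven days of incubation; strong numbers were not always called active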
Salmonella PhoP GFP – PhoP regulon inhibitors, Salmonella typhi PhoP promoter GFP reporter, confirmatory (AID 1850) | Salmonella Typhi PhoP-promoter GFP reporter, fluorescence, 4 h; higher % means a stronger effect | inhibition, % at 50 µM; hits with a dose series show IC50 in µM | actives 0.33% (n = 310,000); in the data active = a potency from the dose series; inconclusive = inhibition mostly from about 25% at the one dose, without a potency; inactive = the rest, 99 in 100 with inhibition below about 19%;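 note: 0% = induced wells with vehicle and 100% = uninduced wells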
M. tuberculosis – growth inhibition of non-replicating M. tuberculosis (AID 488890). Mycobacterium tuberculosis non-replicating, growth inhibition; higher % means a stronger effect. inhibition, % at 25 µM; hits with a dose series show IC50 in µM. actives 0.39% (n = 320,000); in the data active = a potency from the dose series; inconclusive = inhibition mostly from about 82% at the one dose, without a potency; inactive = the rest, 99 in 100 with inhibition below about 76%;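 note: plate controls were DMSO cells for no effect and high antibiotic wells for full effect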
inhibitors of VEEV 10K pilot screen – second read-out of inhibitors of VEEV, no call of its own (marks repeat the call); inhibition, %; measured here: 10K pilot screen inhibition
Starred values were filed as active, the others as inactive; i = inactive; ? = inconclusive; . = not tested or not shown.

SMILES | inhibitors of VEEV | H1N1 NS1A inhibition | M. tuberculosis HTS | Salmonella PhoP GFP | M. tuberculosis | others
CC(C)CCN1C(=O)c2ccc(C(=O)Nc3ccc(Br)cc3C(=O)O)cc2C1=O | 0.6% | -1% | 2% | -6% | 70%
COc1cccc2cc(C(=O)NCCN3CCOCC3)oc12 | 4.8% | -12% | -17% | -7% | -7%
CCc1cccc2c(C(=O)C(F)(F)F)cn(CC(=O)N3CCOCC3)c12 | 0.8% | -14% | -5% | -5% | -24%
O=[N+]([O-])c1cccc(S(=O)(=O)N2CCc3ccccc3C2)c1 | i | -1% | 4% | 0% | -14%
CC(C)CC(=O)Nc1cc([N+](=O)[O-])ccc1Cl | i | -2% | -4% | -2% | 5%
COCC(=O)Nc1ccc(S(=O)(=O)Nc2cc(C)nc(C)n2)cc1 | 2.4% | 3% | -2% | -1% | 24%
CCOC(=O)Nc1ccc2c(CN(C)Cc3ccc(F)cc3)cc(=O)oc2c1 | 1.4% | 8% | -5% | 5% | -11%
CCOC(=O)N1CCN(C(=O)c2ccc3c(c2)sc2nc(-c4ccccc4)cn23)CC1 | 7.6% | -1% | 0% | -6% | 28%
Cc1ccc(NC(=O)C(=O)NCc2ccc(/C=C(/C#N)C(=O)NCc3cccnc3)o2)cc1C | 1.3% | -5% | 2% | 10% | -9%
CCCSc1cc(NCCOC(=O)CCC)c([N+](=O)[O-])c2nonc12 | 1.7% | -4% | ? | -1% | ?
Cc1nc2ccccc2c(=O)n1/N=C/c1cn[nH]c1-c1ccccc1 | 11% | . | -13% | 0% | 14%
CC12CC(NC(=O)N1c1cccc(C(=O)NCc3ccccn3)c1)c1ccccc1O2 (centres undefined) | 1.6% | -5% | -3% | -4% | 5%
COc1ccc(C(NC(=O)/C=C\c2ccco2)c2ccc(OC)c(OC)c2)cc1 (centres undefined) | 0.7% | 6% | -24% | 8% | 3%
COc1ccc(NC(=O)COC(=O)C2CCN(S(=O)(=O)c3cccs3)CC2)cc1OC | i | 13% | 0% | . | 15%
CCOC(=O)c1ccc(CNCc2ccc(Br)cc2)cc1 | 0.2% | 22% | -1% | 79µM* | . | inhibitors of VEEV 10K pilot screen=1.8
CN(C)/C=C1/N=C(c2ccccc2)OC1=O | i | 0% | 1% | -1% | -4%
CCOC(=O)N1CC=C2C(C#N)=C(N)C(C#N)(C#N)[C@H](c3ccccc3OCC)[C@H]2C1 | i | -5% | -3% | -11% | 34%
S=C(NCc1ccco1)Nc1cc(-c2ccccc2)[nH]n1 | 8.1% | -1% | 4% | 4% | 26%
COc1ccc(Nc2nccc3c2nnn3C)cc1 | 0.9% | 1% | -4% | 0% | 3%
Cc1nc(NC(C)c2ccccc2)c2oc3ccccc3c2n1 (centres undefined) | 6.9% | -5% | 4% | -20% | 23%
O=C1C2C3CC(C(Br)C3Br)C2C(=O)N1c1ccccn1 (centres undefined) | 2.4% | 6% | 2% | 8% | -10%
O=C(CN1C(=O)S/C(=C\c2ccc(Cl)cc2)C1=O)NCCCn1ccnc1 | 0.5% | 8% | 4% | -18% | 1%
Cn1c(N)c(C(=O)c2ccc(F)cc2F)c(=O)n(C)c1=O | 0.8% | -12% | -5% | -5% | -10%
CCC1Oc2ccccc2N(CC(=O)NC2CCCC2)C1=O (centres undefined) | i | -3% | -4% | 3% | -1%
OC(Cn1cncn1)(c1ccccc1)c1ccccc1 | 0.8% | 2% | -4% | 0% | -4%
N#Cc1nc(COc2ccc(Br)cc2)oc1NCCCn1ccnc1 | i | -1% | 13% | 25% | .
CN(C)c1cccc(C(=O)NNC(=S)NC2CCCC2)c1 | 0.9% | -6% | -1% | 3% | -3%
Cc1cnc(NC(=O)CN2CCN(c3ccccn3)CC2)s1 | 12% | 6% | -5% | -1% | 7%
c1ccc(SCCCCN2CCOCC2)cc1 | 0.9% | -9% | -2% | 0% | 48%
CNC(=O)CCC(=O)Nc1ccc(C(=O)OC)cc1 | i | -3% | -6% | 13% | -6%
Cc1ccc(N2C(=O)C3CCC(C)(C2=O)C3(C)C)cc1 (centres undefined) | i | -6% | -3% | 13% | -3%
COc1cccc(C(=O)NCC(=O)N/N=C(\C)Cc2ccccc2)c1 | 2.5% | 0% | -1% | -2% | -5%
Oc1ccc(C2C=C(c3ccc(F)cc3)Nc3ncnn32)cc1 (centres undefined) | 3.3% | -3% | . | . | .
N#CCn1c(C2CCCCC2)nc2ccccc2c1=O | 4.0% | -5% | 3% | 2% | 36%
O=C(CCc1ccccc1)NC1CCS(=O)(=O)C1 (centres undefined) | 1.6% | 12% | . | . | .
Cc1ccc(S(=O)(=O)CC(=O)NC2CC2)cc1 | i | 6% | -3% | 7% | 3%
COC(=O)c1sccc1NC(=O)CN(C)NS(=O)(=O)c1ccc(Cl)cc1 | 6.7% | 9% | 8% | 3% | 9%
CCOc1c(Cl)cc(CNCCc2c[nH]c3ccccc23)cc1OC | 0.3% | 10% | 14% | 11% | 52%
O=C(Nc1cccc(-c2cccc(F)c2)c1)C1CCN(C2CCOCC2)CC1 | 7.1% | 0% | -1% | 10% | 1%
O=C(OCc1ccc([N+](=O)[O-])cc1)c1ccc2ccccc2n1 | 1.0% | 4% | ? | 7% | 4.4µM*

Continued, starting with the last 2 of the part before.
SMILES | inhibitors of VEEV | H1N1 NS1A inhibition | M. tuberculosis HTS | Salmonella PhoP GFP | M. tuberculosis | others
O=C(Nc1cccc(-c2cccc(F)c2)c1)C1CCN(C2CCOCC2)CC1 | 7.1% | 0% | -1% | 10% | 1%
O=C(OCc1ccc([N+](=O)[O-])cc1)c1ccc2ccccc2n1 | 1.0% | 4% | ? | 7% | 4.4µM*
O=C(NCc1cccnc1)c1cccc(C(F)(F)F)c1 | 4.3% | 6% | 2% | 3% | -2%
COC(CNC(=O)CCCn1nnnc1CN1CCOCC1)c1cccs1 (centres undefined) | 0.9% | 7% | . | . | .
O=C(O)c1cc(N2C(=O)CCC2=O)ccc1NCc1cccnc1 | i | 1% | -4% | 9% | -17%
Fc1cccc(CCN2CCNC[C@@H]2Cc2ccccc2)c1 | i | 5% | -4% | 2% | 6%
COc1ccc(NC(=O)COC(=O)COc2cccc(Br)c2)cc1OC | i | 1% | -1% | 15% | 19%
O=C(NC1CCCC1)C(c1ccccn1)N(C(=O)c1csnn1)C1CC1 (centres undefined) | 2.9% | -4% | 5% | 4% | 9%
O=C(/C=C/c1cccs1)NNC(=O)c1cccc([N+](=O)[O-])c1 | 0.2% | 6% | 2% | . | -2%
Cc1ccc(C)c(-n2c(=O)c(C#N)cc3c(=O)n4ccccc4nc32)c1 | 2.6% | 13% | -1% | 5% | 0%
CNC(=O)c1ccccc1Sc1ccccc1CO | i | 0% | -4% | 5% | -5%
Cc1cccc(OCCCC(=O)NC(C)C)c1 | 1.2% | -3% | -3% | -2% | 8%
O=C(CN1CCN(CCC(=O)Nc2ccccc2F)CC1)Nc1ccc(Cl)cc1 | i | -18% | 6% | 8% | -1%
CC(=O)Nc1cccc(Oc2nc(C)cc(C)c2C#N)c1 | 1.2% | -5% | 4% | . | .
O=c1ccc(=O)n(-c2ccccc2)[nH]1 | 0.4% | 0% | -10% | 20% | .
Cc1nc(SCC(=O)Nc2c(C)n(C)n(-c3ccccc3)c2=O)c2cnn(-c3ccccc3)c2n1 | 8.0% | -5% | . | . | .
O=C(O)C1Nc2c(C(F)(F)F)ccc(Cl)c2C2C=CCC12 (centres undefined) | i | -7% | -4% | 3% | -7%
O=C(Nn1cnnc1)c1ccccc1-c1ccccc1 | 0.3% | 0% | -16% | 9% | -18%
COC(=O)C12CCC3(SCCS3)C(C(=O)OC)(CCC13SCCS3)C2 | 0.7% | -4% | -2% | -4% | 4%
Cc1cc(C)n(-c2ccc(C(=O)OCn3nnc4ccccc4c3=O)cc2)n1 | 2.3% | 1% | ? | 1% | ?
CN1CCN(C(=O)CSc2nc3ccc(NC(=O)c4ccccc4F)cc3s2)CC1 | 2.8% | -9% | ? | 18% | 63%
COc1ccc(CCNC(=O)COC(=O)/C=C/c2cccc(F)c2)cc1 | 1.6% | -17% | -1% | . | 27%
O=C(CCc1nc2ccccc2c(=O)[nH]1)NCc1ccco1 | 0.3% | 2% | -2% | -2% | 0%
Cn1c(=O)[nH]c(=O)c2c1nc(N1CCCCC1)n2C/C=N/NC(=O)c1cc(Br)ccc1O | 1.4% | 5% | 18% | 2% | 9%
Cc1ccc(-c2ccnc(-c3ccc(O)cc3)n2)cc1 | 2.3% | 7% | 61% | -6% | 6%
COc1ccc(NC(=O)CCC(=O)c2cccs2)cc1S(=O)(=O)Nc1ccc(Cl)cc1 | 2.7% | 2% | 2% | -8% | 15%
COC(=O)C1=C(c2ccccc2OCc2ccccc2)C[C@@H]2CC[C@H]1N2C(=O)NCCOc1ccccc1Cl | 1.8% | -17% | 3% | . | 29%
CCCN1CCC(=O)N([C@H](CSc2ccc(Br)cc2)Cc2ccccc2)CC1 | 1.4% | 8% | 53% | 15% | 33%
COc1ccccc1NC(=O)C1=C(C)NC(=O)NC1c1ccccc1[N+](=O)[O-] (centres undefined) | 6.6% | -1% | 4% | -1% | 12%
O=Cc1ccc(OC(=O)/C=C/c2ccccc2)cc1 | i | -10% | 4% | 6% | 23%
Cn1c(O)c(C=NCCCNC2CCCCC2)c(=O)n(C)c1=O | 0.2% | -8% | -2% | -2% | -6% | inhibitors of VEEV 10K pilot screen=1.0
COc1ccc2oc(-c3ccc(C)c(NC(=O)CSc4ccc(Cl)cc4)c3)nc2c1 | 2.3% | 0% | -4% | 3% | 4%
CSCCC(NC(=O)COc1ccccc1)C(=O)N1CCN(c2ccccc2Cl)CC1 (centres undefined) | 8.7% | -4% | -5% | -3% | 6%
COc1ccc(C(=O)CN2CCN(CCN3C(=O)c4cccc5cccc(c45)C3=O)CC2)cc1 | 8.9% | -11% | 34% | 4% | 59%
c1ccc2c(-n3cccn3)cccc2c1 | 0.4% | 2% | 3% | -2% | 12%
N#Cc1ccc(CSc2ccccn2)c(Cl)c1 | 2.2% | -3% | 1% | -3% | 17%
CC[C@H](C)[C@H]1CNC(=O)C(=O)N1CC1CCN(CC2CCC(C)CC2)CC1 (some centres undefined) | 0.4% | -2% | . | . | .
CCN(CC)C(=O)Cn1c(=O)n(-c2ccc(CC(=O)NCc3ccccc3)cc2)c(=O)c2sccc21 | 10% | -9% | 3% | 8% | -16%
C=CCn1c(=N)c(C(=O)NCCCOC)cc2c(=O)n3cc(C)ccc3nc21 | 1.1% | -3% | 6% | -1% | 1%
O=C(CN1C(=O)c2ccccc2C1=O)NNC1=NS(=O)(=O)c2ccccc21 | 0.1% | -3% | 6% | -7% | -4%
COc1ccc(CN(C)C(=O)c2cccc(C(=O)N(C)Cc3ccc(OC)cc3)c2)cc1 | i | -18% | -1% | -9% | 8%
CCNC(=O)CN(c1ccc(Cl)cc1)S(=O)(=O)c1ccccc1 | 0.8% | -2% | -14% | -6% | 10%
O=C(CSc1nc2c(sc3ccccc32)c(=O)n1Cc1ccco1)NCC1CCCO1 (centres undefined) | 5.5% | -4% | 8% | -16% | -6%
Cc1ccccc1-n1nc2c(c1NC(=O)C1CCCC1)CS(=O)(=O)C2 | i | 0% | 7% | -8% | -1%
COc1ccccc1-c1nnc(NC(=O)CCS(=O)(=O)c2ccccc2)o1 | 5.5% | -10% | -2% | -9% | 71%
FC(F)(F)c1cnc(N2CCN(C(=S)NCc3ccccc3)CC2)c(Cl)c1 | i | -22% | 16% | 0% | 22%
Cc1cc(C)c(C(=O)NC2CC(C)(C)Cc3c2cnn3-c2cccc(F)c2)[nH]1 (centres undefined) | 7.8% | 1% | . | . | .
CCOC(=O)c1nnc(-c2ccccc2)nc1NCc1ccc(Cl)cc1 | 2.4% | -3% | ? | -9% | 43%

Quoted at random: five entries already listed.
SMILES | inhibitors of VEEV | H1N1 NS1A inhibition | M. tuberculosis HTS | Salmonella PhoP GFP | M. tuberculosis | others
CC(=O)Nc1cccc(Oc2nc(C)cc(C)c2C#N)c1 | 1.2% | -5% | 4% | . | .
Cc1cccc(OCCCC(=O)NC(C)C)c1 | 1.2% | -3% | -3% | -2% | 8%
CCN(CC)C(=O)Cn1c(=O)n(-c2ccc(CC(=O)NCc3ccccc3)cc2)c(=O)c2sccc21 | 10% | -9% | 3% | 8% | -16%
Cc1ccc(-c2ccnc(-c3ccc(O)cc3)n2)cc1 | 2.3% | 7% | 61% | -6% | 6%
CCOC(=O)Nc1ccc2c(CN(C)Cc3ccc(F)cc3)cc(=O)oc2c1 | 1.4% | 8% | -5% | 5% | -11%
